GRIN3A LBD mod = modulators (binders) of human NR3A ligand-binding domain; NR3A LBD differential scanning fluorimetry, Tm shift; 0% = protein alone, 100% = glycine-bound protein; Tm shift relative to glycine control, % at 25 µM; 340,000 compounds, 2.5% hits;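 active means melting temperature shift of at least 10% of the positive control shift, at one fixed dose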
SENP6 inh = blocks the human protease SENP6; Q9GZR1; Recombinant SENP6 catalytic domain, aminoluciferin luminescence; inhibition, % at 10 µM; 330,000 compounds, 1.8% hits; AID 2599;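 active means inhibition above about 50% at the single tested dose, limit read from the data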;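 further: plate controls were DMSO wells with enzyme for no effect and DMSO wells lacking enzyme for full effect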
SENP7 block = blocks the human protease SENP7; Q9BQF6; recombinant SENP7, Z-RLRGG-aminoluciferin luminescence, 40 min; inhibition, % at 5 µM; 330,000 compounds, 1.5% hits; AID 434973;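 active means inhibition above about 50% at the single test dose, limit read from the data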;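 further: plate controls were DMSO with enzyme for no effect and no enzyme buffer wells for full effect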
Target sequence (Q9BQF6 706-1050 limits assumed): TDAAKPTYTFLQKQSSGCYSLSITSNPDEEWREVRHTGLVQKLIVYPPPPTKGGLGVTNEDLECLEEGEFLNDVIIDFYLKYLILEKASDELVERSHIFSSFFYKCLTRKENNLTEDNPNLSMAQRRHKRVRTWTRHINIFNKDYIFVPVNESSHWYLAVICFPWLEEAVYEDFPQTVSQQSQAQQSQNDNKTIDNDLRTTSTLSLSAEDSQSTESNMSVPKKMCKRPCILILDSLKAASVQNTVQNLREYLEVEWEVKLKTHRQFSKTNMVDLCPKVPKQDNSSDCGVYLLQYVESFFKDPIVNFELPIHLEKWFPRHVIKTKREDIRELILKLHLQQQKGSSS
MPTP inh = blocks calcium-induced mitochondrial swelling | isolated mouse mitochondria, Ca2+ swelling absorbance, 30 min | inhibition, % at 10 µM | 360,000 compounds, 1.4% hits;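 active means inhibition of 50% or more, scaled per plate between neutral and stimulator controls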;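 further: 0% = DMSO wells given calcium and 100% = 1 mM EGTA wells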
HKDC1 inh = blocks human hexokinase HKDC1 activity; 340,000 compounds, 0.16% hits; recombinant HKDC1, G6PDH/diaphorase resazurin coupled fluorescence; AID 493160; inhibition, % at 20 µM; Q2TB90;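 active means inhibition above about 35% when tested at 20 µM, limit read from the data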;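 further: plate controls were DMSO wells with enzyme for no effect and DMSO wells lacking enzyme for full effect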
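Incubation: 90 min at room temperature in dark / Material: recombinant HKDC1 (HK5) hexokinase enzyme, produced in-house / Quantity: enzyme 5 µg/mL final / Compound: one dose of 20 µM, 1% DMSO / Reagent: glucose and ATP substrates / Buffer or medium: Tris pH 8.0 buffer with MgCl2, Tween-20, BSA, BME / Technique: resorufin fluorescence at 613 nm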
SENP8 block = inhibitors of human SENP8 protease. inhibition, % at 20 µM. AID 602440. Q96LD8. 360,000 compounds, 0.64% hits. recombinant SENP8, Nedd8 substrate fluorescence; in the data active means inhibition mostly above about 40%, no sharp cut-off; inactive means mostly below about 27%
Target sequence (Q96LD8 whole entry, looked up): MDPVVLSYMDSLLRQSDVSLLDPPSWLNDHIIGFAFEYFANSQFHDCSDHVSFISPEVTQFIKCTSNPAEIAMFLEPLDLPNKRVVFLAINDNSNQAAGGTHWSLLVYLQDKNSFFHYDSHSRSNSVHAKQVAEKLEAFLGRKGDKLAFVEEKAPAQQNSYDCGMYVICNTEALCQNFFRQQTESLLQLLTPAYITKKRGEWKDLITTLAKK
PfGluPho inh = PfG6PD (Plasmodium falciparum) enzyme inhibition. PfGluPho enzyme, NADPH resazurin-diaphorase fluorescence. inhibition, % at 20 µM. 350,000 compounds, 0.78% hits. AID 504690;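 active means inhibition reaching at least a set limit at 20 µM in the primary screen, cut at about 59% in these data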;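 further: 0% = DMSO wells with substrate and 100% = DMSO wells lacking glucose-6-phosphate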
ATG4B inhibitor = blocks human ATG4B protease cleavage of LC3 substrate. Q9Y4P1. ATG4B cleavage of LC3-PLA2, NBD-HPC fluorescence, 1 h. inhibition, % at 8.33 µM. 340,000 compounds, 0.51% hits. AID 504462; in the data active means inhibition above about 40%
Target sequence (Q9Y4P1 whole entry, looked up): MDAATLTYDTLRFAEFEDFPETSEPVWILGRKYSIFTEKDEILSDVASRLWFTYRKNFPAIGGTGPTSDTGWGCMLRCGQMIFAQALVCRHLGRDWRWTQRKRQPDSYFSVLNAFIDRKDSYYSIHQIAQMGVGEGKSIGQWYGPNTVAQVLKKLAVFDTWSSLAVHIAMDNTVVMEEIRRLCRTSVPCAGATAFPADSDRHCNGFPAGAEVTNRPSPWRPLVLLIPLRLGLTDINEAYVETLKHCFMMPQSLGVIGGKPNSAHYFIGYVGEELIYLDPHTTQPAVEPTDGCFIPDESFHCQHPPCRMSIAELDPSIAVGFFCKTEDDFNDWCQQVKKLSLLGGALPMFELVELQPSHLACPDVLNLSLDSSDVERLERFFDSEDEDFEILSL
* marks the source's active call; other numbers are inactive results; x = not tested or not shown. The order is random (roughly 6.9% active in at least one column).

SMILES	GRIN3A LBD mod	SENP6 inh	SENP7 block	MPTP inh	HKDC1 inh	SENP8 block	PfGluPho inh	ATG4B inhibitor
O=C(c1ccc2nc3ccc(Cl)cc3c(=O)n2c1)N1CCOCC1	1	6	-6	-2.5	6	-282	-8	-6
Cc1ccc(Cn2ccc(NC(=O)c3nn(C)cc3[N+](=O)[O-])n2)cc1	-2	-6	1	0.0	-9	1	7	-3
CCN(CC)CCOC(=O)c1ccc(NC(=O)CNC(=O)c2ccccc2)cc1	-1	-1	6	-3.4	-9	7	10	-5
Cc1noc(C)c1COC(=O)CCc1ccc(S(=O)(=O)N2CCCCC2)cc1	1	-3	8	-0.4	0	17	16	-4
Cc1ccc(N=Nc2c(N)nn(-c3ccccc3)c2N)cc1	9	23	11	-2.0	3	24	1	57*
O=C(NCc1nc(-c2ccc(C(F)(F)F)cc2)no1)Nc1cc(Cl)cc(Cl)c1	33*	-3	-2	84*	4	29	18	-2
Cc1ccc(S(=O)(=O)/N=C2\SC(CC(=O)Nc3ccc(F)cc3)C(=O)N2c2ccccc2)cc1 (stereo not drawn)	9	-19	5	4.0	-5	15	14	-23
CCOC(=O)Cc1csc(NC(=O)c2cccs2)n1	-3	11	11	-2.5	3	14	-7	18
COc1ccc(C)cc1NC(=O)CNCc1cccs1	-1	11	1	1.7	2	16	-20	10
Cc1cc(Cl)ccc1Oc1nc(-c2ccc(F)cc2)ccc1C#N	-10	-9	9	6.1	-8	-51	-10	-7
COc1cc2c(cc1OC)C(Nc1ccc(S(N)(=O)=O)cc1)=NC(C)(C)C2	1	8	11	6.2	-8	10	12	-6
O=C(Nc1ccncc1)Nc1ccc(F)cc1F	2	48	7	-0.9	-8	18	3	0
Cc1ccccc1N=C1Nc2ccccc2CS1	1	86*	80*	32	-3	21	-6	5
COc1cc(CC2COC(c3ccc(O)c(OC)c3)C2COC(C)=O)ccc1O (stereo not drawn)	-2	-9	6	-1.5	7	11	6	-20
Cc1ccccc1C(=O)Nc1c(C(=O)N(CCN(C)C)Cc2ccco2)oc2ccccc12	3	-3	4	0.1	-1	-16	-6	0
C[C@H]1CN([C@@H](C)CO)C(=O)c2cc(NC(=O)C3CCCCC3)ccc2O[C@H]1CN(C)C(=O)Nc1ccc2c(c1)OCO2	-3	-9	-7	-0.9	-3	14	14	-2
CN1CCN(C(=S)NC(=O)/C=C/c2ccccc2)CC1	-2	-1	5	0.2	2	1	5	1
CC(O)[C@H]1CNC(=O)C(=O)N1CCC12CC3CC(CC(C3)C1)C2 (stereo partly drawn)	0	-5	2	-2.7	-4	4	-1	-6
Cc1ccc(S(=O)(=O)NCCNC(=O)N2CCOCC2)cc1	1	-6	2	2.8	3	13	2	5
Cc1cccc(NC(=O)CN2C(=O)COc3ccc(Cl)cc32)c1C	2	-4	1	0.4	-5	2	-6	-3
Cc1ccc(S(=O)(=O)n2nc(OC(=O)C(C)(C)C)cc2N)cc1	3	-13	10	-0.5	12	8	2	-4
O=C1[C@@H]2[C@H](C(=O)N1CC(O)COCc1ccccc1)C1C=C[C@H]2C1 (stereo partly drawn)	-2	x	x	0.0	-1	3	-22	4
CS(=O)(=O)N(CC(=O)Nc1ccccc1F)C1CCCCC1	-1	0	-10	0.2	-7	-4	21	-4
O=C(O)c1cccc(N(CCO)CCO)c1	4	-21	8	-0.4	-1	-481	-3	-6
COCCCN1C(=O)/C(=C/c2ccc(CNS(=O)(=O)c3ccccc3)o2)C(C(=O)OC)=C1C	-2	-14	-5	-0.7	1	10	9	3

The final 3 entries of the section before come first, to join the parts:
SMILES	GRIN3A LBD mod	SENP6 inh	SENP7 block	MPTP inh	HKDC1 inh	SENP8 block	PfGluPho inh	ATG4B inhibitor
CS(=O)(=O)N(CC(=O)Nc1ccccc1F)C1CCCCC1	-1	0	-10	0.2	-7	-4	21	-4
O=C(O)c1cccc(N(CCO)CCO)c1	4	-21	8	-0.4	-1	-481	-3	-6
COCCCN1C(=O)/C(=C/c2ccc(CNS(=O)(=O)c3ccccc3)o2)C(C(=O)OC)=C1C	-2	-14	-5	-0.7	1	10	9	3
Cc1cccc(OC(C)C(=O)Nc2nc(-c3ccncc3)cs2)c1 (stereo not drawn)	1	-24	-6	0.0	-2	-6	26	-5
Cc1cc(O)c(-c2cc(C(=O)Nc3sc4c(c3C(=O)NCc3ccco3)CCC4)[nH]n2)cc1C	7	47	28	3.7	11	-382	-16	5
COc1ccccc1C(=O)N1C(CC(=O)Nc2ccc(C)c(C)c2)C(=O)NC2CCCCC21 (stereo not drawn)	-3	9	-3	0.4	-5	15	0	-3
O=C(Cn1ccccc1=O)c1cccs1	0	-14	13	0.4	-3	1	-6	-4
COc1ccc(OC)c(NC(=O)c2sc3nc(Cc4ccccc4)cc(C(F)(F)F)c3c2N)c1	-3	1	-8	28	-13	-18	2	-7
O=C(COc1ccc(S(=O)(=O)N2CCOCC2)cc1)N1CCc2ccccc2C1	0	-2	3	1.7	-6	19	10	-12
COC(=O)c1ccc(COC(=O)CNS(=O)(=O)c2ccc(C)cc2)cc1	-2	-5	-6	0.0	2	-4	-15	-4
Cc1c(C(=O)N/N=C/c2ccc(O)c(Br)c2)sc(N)c1C#N	14*	x	x	2.1	6	-346	28	8
COc1ccc(/C=C(/NC(=O)c2ccco2)C(=O)Nc2cccc(C(=O)O)c2)cc1	0	-22	-5	-1.1	-6	11	2	-2
COc1ccccc1NC(=O)CC(=O)CSc1nnc(-c2ccc(C)cc2)n1C	1	-1	-9	0.8	-3	31	-14	-13
COc1cc(C)c(Cl)cc1S(=O)(=O)n1ccnc1C	2	-20	7	-1.2	-5	6	-11	-5
COc1cc2c(cc1OC)C(C)N(C(=O)Cn1ncc3c1-c1cc(C)ccc1OC3)CC2 (stereo not drawn)	-2	2	-4	-0.5	-1	9	-9	-5
O=C(N/N=C/c1cccnc1)c1ccc(NC(=O)c2ccc(F)cc2)cc1	1	-21	6	0.4	-5	9	-3	-6
N/C(=N\OC(=O)Cc1ccccc1[N+](=O)[O-])c1ccccn1	-1	0	-3	0.0	0	6	-3	-1
CCN1CCN(C(=O)c2sc3nc(C)nc(N4CCC(C)CC4)c3c2C)CC1	0	-8	4	-0.8	-5	-3	1	-1
CCOC(=O)N1CCN(S(=O)(=O)c2ccc(C(=O)N(CCCN(C)C)c3nc4ccc(OC)cc4s3)cc2)CC1	-1	9	-11	-1.7	-2	7	-5	-5
O=C(Nc1ccc(Oc2ncnc3cc(Cl)ccc23)nc1)c1ccc(F)cc1	6	8	-8	x	-1	x	-7	3
CCn1c(COc2cccc(OC)c2)nnc1SCC(=O)N1CCOCC1	0	-4	1	-2.0	-13	6	1	-3
O=C(Oc1cccc([N+](=O)[O-])c1)N1CCCCC1	-2	-5	5	1.2	-12	1	-11	17
CC(=O)N1CCN(C(=O)CNC(=O)c2cccs2)CC1	1	-2	8	0.2	1	0	-5	9
O=C(NC(=S)Nc1ccccc1Cl)c1ccco1	1	10	-5	-2.2	2	5	-3	9
COc1cc2[nH]c(C(=O)N(C)Cc3ccccc3)cc2c(OC)c1OC	-1	-26	-12	0.5	-3	-197	1	-8
CC(Oc1ccccc1)C(=O)N=C1SC2CS(=O)(=O)CC2N1Cc1ccccc1 (stereo not drawn)	0	9	-2	-1.3	-1	3	7	-10
CCN(CC)CCn1c(NCc2ccc(C)o2)nc2ccccc21	-3	12	4	-1.2	0	-7	-3	12
CCN(CC(=O)Nc1ccc(NC(C)=O)cc1)CC(=O)Nc1ccc(F)c(Cl)c1	0	23	-1	-0.9	1	9	11	-12

GRIN3A LBD mod, hit marks shown above.
| structure | GRIN3A LBD mod | SENP6 inh | SENP7 block | MPTP inh | HKDC1 inh | PfGluPho inh | ATG4B inhibitor |
| --- | --- | --- | --- | --- | --- | --- | --- |
| O=C(NCc1nc(-c2ccc(C(F)(F)F)cc2)no1)Nc1cc(Cl)cc(Cl)c1 | 33* | -3 | -2 | 84* | 4 | 18 | -2 |
| Cc1c(C(=O)N/N=C/c2ccc(O)c(Br)c2)sc(N)c1C#N | 14* | x | x | 2.1 | 6 | 28 | 8 |

Continued.
SMILES	GRIN3A LBD mod	SENP6 inh	SENP7 block	MPTP inh	HKDC1 inh	SENP8 block	PfGluPho inh	ATG4B inhibitor
C=C(C)CC1(NC(C)c2ccccc2)CCCCC1 (stereo not drawn)	1	14	0	-0.4	-6	13	9	2
N#C/C(=N\Nc1cccc([N+](=O)[O-])c1)C(=O)c1ccc(Br)cc1	29*	72*	0	93*	2	7	-12	57*
CN(CCO)c1cc(N2CCCCC2)c2nonc2c1[N+](=O)[O-]	-3	16	-7	0.9	6	27	4	3
Cc1cc(C)c(C(=O)N2CCC(N3CCC(C(=O)NC(C)C)CC3)CC2)o1	-2	-17	-4	0.4	-6	-28	-7	-1
COc1cc(C(=O)Nc2oc(-c3ccccc3)c(-c3ccccc3)c2C#N)cc(OC)c1OC	7	9	1	61*	5	-71	33	19
O=C(CC1OC(=O)c2ccccc21)Nc1ccccc1N1CCOCC1 (stereo not drawn)	-1	-5	2	0.4	-4	8	0	3
O=C(NCc1ccc(Cl)cc1)C1CCN(C(=O)Cc2ccccc2)CC1	0	-20	-11	0.0	-8	4	11	1
CSc1nc(O)c(C(c2ccccc2)c2c(O)nc(SC)[nH]c2=O)c(=O)[nH]1	2	-4	7	0.9	-1	4	-12	3
CCN1CCN(C(=O)c2ccc(S(=O)(=O)Nc3ccccc3)cc2)CC1	2	1	-4	-1.0	-5	15	-3	2
CCOC(=O)CSc1nc(C2CC2)cc(-c2ccc(Cl)cc2)c1C#N	1	-3	0	1.9	-8	-9	46	-6
CCn1c(N2CCN(Cc3ccc([N+](=O)[O-])cc3)CC2)nc2ccccc21	-1	-6	12	0.1	12	8	19	22
OCCC1CN(CCCc2ccccc2)CCN1Cc1ccccc1 (stereo not drawn)	0	-16	-4	1.2	3	11	1	-3
COc1ccc(/C=N/NC(=O)Cn2c(Cc3ccc(OC)c(OC)c3)nc3ccccc32)cc1	-1	5	3	-2.7	0	4	-1	-13
Cc1cc(C)c(-c2csc(NC(=O)C3=NN(c4ccccc4)C(=O)CC3)n2)c(C)c1	-1	-9	14	3.9	5	-18	-11	14
CC(=O)NC1=NN(C(C)=O)C(c2ccc(F)cc2)S1 (stereo not drawn)	0	-5	1	-0.4	-4	18	16	-4
COCCNC(=O)c1ccc(CS(=O)(=O)c2cccc(C(F)(F)F)c2)o1	0	6	5	1.7	-1	3	-21	5
Cc1onc(-c2ccccc2)c1C(=O)Nc1nnc(CC(C)C)s1	2	-4	-3	0.3	-4	3	1	-7
Nc1c(C(=O)NCCN2CCOCC2)c2nc3ccccc3nc2n1-c1ccccc1	-6	17	2	0.3	5	-278	-2	-6
COc1ccc(NC(=O)CSc2nc3ccccc3c(=O)n2CCNC(C)=O)c(OC)c1	0	-10	0	2.8	-1	12	-5	5
O=C(Nc1ccc(C(=O)Oc2ccccc2)c(O)c1)c1ccco1	4	91*	82*	-1.4	-3	-24	8	18
O=C(CN1CCOCC1)NN1CC(=O)N(c2ccc(Cl)cc2)CC1=O	5	-48	-11	2.0	-1	5	-5	-4
CC1=C(C(=O)Nc2cccc(C(=O)N3CCN(c4cccc(C(F)(F)F)c4)CC3)c2)SCCO1	-3	-6	8	-1.2	-5	12	8	13
CC(C)(C)c1ccccc1NC(=O)COC(=O)CN1C(=O)NC2(CCCC2)C1=O	1	5	0	-0.7	-7	6	4	-4
Cc1cc2c(=O)n(C)c(SCC(=O)Nc3cccc(F)c3)nc2s1	-6	8	10	0.6	-3	9	-9	-10
CCN(CC)S(=O)(=O)c1ccc(Cl)c(NC(=O)COc2ccccc2[N+](=O)[O-])c1	2	2	-10	0.0	-7	14	-7	0
COc1ccc(C(=O)NC2CC2)cc1OC1CCN(Cc2ccc(F)c(F)c2)CC1	4	3	3	-1.9	-4	6	2	9
O=C(O)c1ncsc1-c1ccccc1	1	-12	-3	0.8	-2	43*	29	1
Nc1cc(=O)[nH]c(SCc2ccc(Cl)cc2)n1	-4	-16	6	1.4	-5	38	-1	3
